HCMV inh: inhibitors of human cytomegalovirus. HFF cells, HCMV-luciferase reporter, 72 h; stronger effect = lower value. activity change, negative = inhibition, % at 57.5 µM. 4.5% of 410,000 active. AID 1259415; in the data active = activity change below about -60%; inconclusive = no clear call, values can overlap the other calls; inactive = above about -39%
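After 16 h attachment at 37C, HFF cells received test compound and HCMV-luciferase (1 PFU/cell); reporter luminescence read 72 h later, data normalized against buffer-only and known inhibitor Salinomycin.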
AmpC no deterg: blocks E. coli AmpC beta-lactamase in detergent-free assay | P00811 | AmpC nitrocefin hydrolysis, absorbance 480 nm, 0.0001% Triton | Potency, µM (top dose mostly 57.1 µM), without a hit: at the highest dose activity change, negative = inhibition, usual class: inhibitors | 0.52% of 330,000 active | AID 485341;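 also: potency is read from the fitted curve at half-maximal effect; plate controls were no compound for no effect and no enzyme for full effect; nearly all actives have a fitted effect of over 20% in size; some results filed as inactive show a strong effect at the top dose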
Target sequence (P00811 whole entry, looked up): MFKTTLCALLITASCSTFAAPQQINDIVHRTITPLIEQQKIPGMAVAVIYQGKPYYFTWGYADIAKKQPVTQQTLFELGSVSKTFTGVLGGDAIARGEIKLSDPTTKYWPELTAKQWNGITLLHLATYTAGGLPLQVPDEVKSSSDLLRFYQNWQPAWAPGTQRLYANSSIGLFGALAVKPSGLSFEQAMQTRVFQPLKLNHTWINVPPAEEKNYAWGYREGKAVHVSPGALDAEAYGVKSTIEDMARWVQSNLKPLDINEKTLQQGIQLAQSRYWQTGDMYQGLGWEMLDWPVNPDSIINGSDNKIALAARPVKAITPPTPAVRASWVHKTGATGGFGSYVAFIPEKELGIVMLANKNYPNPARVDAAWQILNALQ
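20 mM phosphate pH 7.0 + 0.01% (detergent screen) or 0.0001% Triton X-100; 5.3 nM AmpC reagent; cpd preinc 15 min RT; nitrocefin (800 uM stock) to start; A480 q20 s × 4 min; Activity was normalised to no-enzyme and no-compound control wells.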
HCV inh: blocks hepatitis C virus; AID 651820; 3.4% of 340,000 active; Potency, µM (series often up to 41.8 µM), without a hit: at the top dose activity change, negative = inhibition, most hits filed as inhibitors; Huh7.5.1 HCVcc-Cre infection, luciferase reporter, 44 h; also: potency is read from the fitted curve at half-maximal effect
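Antiviral activity was scored by luciferase reporter output from cells infected with HCVcc-Cre (~0.5 moi) in presence of compound, 44 h infection period, cells seeded 1,000/well 4 h prior.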
AmpC detergent: inhibitors of E. coli AmpC beta-lactamase with detergent; P00811; Potency, µM (doses to about 114 µM), inactives show at the top dose activity change, negative = inhibition, hits mostly inhibitors; AmpC hydrolysis of nitrocefin, absorbance 480 nm, 0.01% Triton; 0.041% of 370,000 active;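 also: potency is read from the fitted curve at half-maximal effect; 0% = no-compound wells and -100% = no-enzyme wells; nearly all actives have a fitted effect of over 25% in size; some results filed as inactive show a strong effect at the top dose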
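AmpC (5.3 nM in the dispensed reagent) in 20 mM phosphate pH 7.0 with 0.01% (detergent screen) or 0.0001% Triton X-100 was preincubated with compounds for 15 min at room temperature. Nitrocefin was then added from an 800 uM solution, and hydrolysis was followed at 480 nm.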
Sm TGR inh: S. mansoni TGR enzyme inhibition; purified TGR, DTNB reduction, TNB absorbance 405 nm; Potency, µM (series often up to 114 µM), inactives show at the highest dose activity change, negative = inhibition, actives largely listed as inhibitors; 3% of 360,000 active; also: potency is read from the fitted curve at half-maximal effect; nearly all actives have a fitted effect of over 60% in size
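First, TGR (20 nM dispensed) and NADPH were mixed with compound. Second, a 15 min room-temperature incubation followed. Third, further NADPH and then DTNB were added to start the reaction. Finally, TNB absorbance was monitored kinetically.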
FBPA Giardia inh: Giardia lamblia aldolase inhibition | AID 2451 | A8B2U2 | purified Giardia FBPA | 0.71% of 290,000 active | Potency, µM (highest dose often 59.6 µM), inactives show at the highest dose activity, negative = inhibition, hits mostly inhibitors; also: potency is read from the fitted curve at half-maximal effect; nearly all actives have a fitted effect of over 55% in size
Target sequence (A8B2U2 whole entry, looked up): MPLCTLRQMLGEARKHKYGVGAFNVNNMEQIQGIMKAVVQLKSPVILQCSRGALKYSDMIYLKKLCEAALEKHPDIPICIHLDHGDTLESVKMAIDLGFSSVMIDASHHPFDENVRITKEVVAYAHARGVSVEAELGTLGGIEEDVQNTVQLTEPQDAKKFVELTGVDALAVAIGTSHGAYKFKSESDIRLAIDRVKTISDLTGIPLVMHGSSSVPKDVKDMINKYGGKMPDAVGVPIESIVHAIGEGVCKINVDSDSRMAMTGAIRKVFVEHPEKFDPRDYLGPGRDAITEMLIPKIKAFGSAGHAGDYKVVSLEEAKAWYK
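40 nM FBPA preincubated 10 min at RT with compound (up to 57.5 uM final), then substrate plus GAPDH/TPI/NAD/arsenate coupling and diaphorase/resazurin added. Fluorescence read after 20 min at RT, 525/598 nm.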
An asterisk follows results filed as active; ? = inconclusive; · = no result given; & = joins results of further samples; [ ] = another dose, or the depositor's remark. Unless noted, calls follow the shape of the dose curve; as a rule, active = well fitted curve in the direction sought with a large enough effect; inconclusive = small, poorly fitted or top-dose-only effect, or another doubt; inactive = no such curve, though single readings can be large; an effect the other way counts as inactive or inconclusive. Unless noted, % is scaled to controls: 0 for no effect and ±100 for the full control effect. Outcome played no part in choosing rows, and some 9.9% of all compounds hit somewhere here.

Molecule	HCMV inh	AmpC no deterg	HCV inh	AmpC detergent	Sm TGR inh	FBPA Giardia inh
COc1ccc(CCNC(=O)CN2CCN(S(=O)(=O)c3ccc(Cl)cc3)CC2)cc1OC	-26	148%[activator]	13%	-3%	-6%	5%
O=S(=O)(c1cccs1)N1CCN(S(=O)(=O)c2cccs2)CC1	-16	-5%	6%	?	·	3%
O=C(C1CCC1)N1CCc2cc(S(=O)(=O)NCCc3ccccc3)ccc21	-2	·	·	1%	-7%	·
O=C(CN1C(=O)NC2(CCOc3ccccc32)C1=O)NCc1ccccc1 (centres undefined)	29	-11%	23%	·	·	·
O=C(COC(=O)C1CC(=O)N(Cc2ccco2)C1)Nc1ccc(F)cc1F (centres undefined)	-6	-11%	3%	·	·	·
S=c1[nH]nc(-c2ccco2)n1-c1ccccc1Cl	105	-10%	3%	-6%	16%	-16%
CC(C)c1ccc(/C=N/n2c(COc3ccccc3)n[nH]c2=S)cc1	27	-22%	19%	8%	0%	23%
CCOc1ccc(C(=O)N/N=C(\c2ccccc2)c2ccccn2)cc1	-99*	-16%	10µM*	1%	12%	12%
CCOc1ccccc1NC(=O)c1ccc2nc[nH]c2c1	-26	-17%	?	-4%	-5%	5%
Cc1ccc(NC(=O)Nc2nnc(SCC(=O)N(C(C)C)C(C)C)s2)cc1	-80*	·	·	1%	3%	·
Cc1cc(C)cc(OCC(=O)Nc2ccc(N3CCCCC3)cc2)c1	-2	-18%	-6%	-3%	1%	·
COCc1cc(CN2CCN(Cc3ccsc3)C(CCO)C2)ccc1OC (centres undefined)	42	-11%	-7%	0%	-7%[57.1 µM]	3%
O=C(NCCCN1CCCC1=O)c1ccc(NS(=O)(=O)c2ccc(F)cc2)cc1	-11	-27%	13%	-1%	2%	·
O=C1CS(=O)CN1c1ccc(Oc2ccccc2)cc1 (centres undefined)	53	-10%	11%	-5%	·	-1%
OCCC1CN(Cc2cccc3nccnc23)CCN1Cc1ccc(F)c(F)c1 (centres undefined)	1	27%	12%	6%	1%	0%
CC(=O)N(Cc1ccc(F)cc1)Cc1nc2ccccc2c(=O)[nH]1	-31	-18%	-9%	3%	-4%	-2%
COc1ccc(NC(=S)N2CCc3ccccc3C2)cc1	39	-38%	-2%	-7%	-8%	1%
COCCN(CC(=O)Nc1cccc(C)c1C)C(=O)CN1C(=O)NC2(CCCCC2)C1=O	-7	2%	13%	1%	-22%	·
Cc1cc(C(=O)OCC(=O)NC2CCS(=O)(=O)C2)c(C)n1-c1ccccc1 (centres undefined)	-23	22%	-19%	2%	-13%	2%
O=C(O)C1CCCN(S(=O)(=O)c2ccc(-c3ccc(=O)[nH]n3)s2)C1 (centres undefined)	-15	-2%	21%	-10%	1%	·
Cc1ccc2nc(SC(Cc3cc(Cl)ccc3Cl)C(=O)O)[nH]c2c1 (centres undefined)	33	·	·	-3%	-1%	·
CCOC(=O)c1c(-c2ccc(-c3ccccc3)cc2)csc1NC(=O)CCC(=O)O	14	13%	-3%	5%	2%	7%
Cc1cccc(NC(=O)CSc2nnc(CCNC(=O)OC(C)(C)C)o2)c1C	-12	-2%	18%	2%	0%	5%
CCOc1ccc(NC(=O)Nc2ccc3nsnc3c2)cc1	?	-37%	-6%	-5%	0%	-13%
CCOC(=O)CNC(=O)c1cc(-c2ccccn2)nc2c(C)c(Cl)ccc12	?	-26%	-10%	-2%	-5%	-2%

Molecules shown so far that contain a COOH group, in the order listed:
Molecule	HCMV inh	AmpC no deterg	HCV inh	AmpC detergent	Sm TGR inh	FBPA Giardia inh
O=C(O)C1CCCN(S(=O)(=O)c2ccc(-c3ccc(=O)[nH]n3)s2)C1 (centres undefined)	-15	-2%	21%	-10%	1%	·
Cc1ccc2nc(SC(Cc3cc(Cl)ccc3Cl)C(=O)O)[nH]c2c1 (centres undefined)	33	·	·	-3%	-1%	·
CCOC(=O)c1c(-c2ccc(-c3ccccc3)cc2)csc1NC(=O)CCC(=O)O	14	13%	-3%	5%	2%	7%

Additional entries.
Molecule	HCMV inh	AmpC no deterg	HCV inh	AmpC detergent	Sm TGR inh	FBPA Giardia inh
Cc1ccc(C(=O)O/N=C(\N)Cc2cccc3ccccc23)cc1	47	-27%	-6%	3%	-6%	·
CN(C)C(=O)CCC(=O)N1CCCC(N2CCN(c3cccc(C(F)(F)F)c3)CC2)C1 (centres undefined)	74	158%[activator]	-7%	6%	11%	5%
CCOC(=O)N1CCN(S(=O)(=O)c2cc(-c3nn4c(C)nnc4c4ccccc34)ccc2C)CC1	16	33%[activator]	4%	-9%	3%	1%
O=C(COc1ccc(-n2cnnn2)cc1)Nc1cccc(Cl)c1Cl	-10	-14%	14%	3%	2%	·
CCNc1nnc(CCn2nc(C)c(Br)c2C)s1	-12	-5%	9%	3%	2%	-2%
Cc1cccc(NC(=S)NCCCN2CCOCC2)c1	-2	-29%	3%	-10%	-12%	1%
COc1ccc(-n2c(=O)c3c(c4cc(OC)ccc4n3C)n(Cc3cccc(OC)c3)c2=O)cc1	2	·	·	6%	1%	·
O=C(N/N=C/C=C/c1ccco1)c1cccc([N+](=O)[O-])c1	-6	-42%	?	-12%	-15%	-4%
Cc1ccccc1NC(=O)C1CCCN1S(=O)(=O)c1ccc2c(c1)n(C)c(=O)c(=O)n2C (centres undefined)	?	-8%	-5%[8.37 µM]	-10%	1%	-5%
O=C(Oc1ccc([N+](=O)[O-])cc1)N1CCC(N2CCCCC2)CC1	?	-19%	-13%[8.37 µM]	?	-4%	3%&0%
CCOC(=O)C1=C(c2ccccc2)Nc2nc(C)nn2C1c1cccc(OC)c1OC (centres undefined)	-9	-3%	20%	3%	4%	-4%
COc1cccc(-c2nnc(NC(=O)c3ccc(S(=O)(=O)N4CCOCC4)cc3)o2)c1	·	-16%	13µM*	-13%	13%	?
CCn1c(CCNC(=O)c2ccc(Cl)cc2)nnc1SCC(=O)NC1CCCC1	-17	0%	18%	-13%	1%	1%
NS(=O)(=O)c1ccc(CCNC(=O)C2CCCO2)cc1 (centres undefined)	-19	-11%	19%	?	-15%	14%
O=C(Nc1cccc(C(=O)O)c1)Nc1ccccc1Cl	-10	-25%	6%	-6%	-9%	13%
C=CCOc1c(Br)cc(/C=C(\C#N)C(N)=O)cc1OC	-34	-23%	9%	-8%	-8%	-1%
CC(=O)Nc1c(C(=O)N2CCOCC2)cnn1-c1ccc(C)c(C)c1	73	-5%	15%	2%	9%	7%
COc1cc(/C=N/NC(N)=O)ccc1OCC(=O)Nc1cc(C)c(C)cc1Br	5	1%	6%	-5%	·	-5%
O=C(CN(Cc1ccc(F)cc1)C(=O)CNS(=O)(=O)c1ccccc1)NCc1ccco1	-27	81%[activator]	-1%	-11%	-10%	12%
CCN(CC(=O)NCc1ccc(Cl)cc1)C(=O)C1CCN(S(=O)(=O)c2ccc(OC)c(OC)c2)CC1	-30	156%[activator]	10%	0%	-6%	·
CO/N=C/c1c(C(=O)OC)nn(-c2ccccc2)c1Cl	13	-9%	-26%	1%	·	4%
O=C1/C(=C/c2ccco2)N=C(N2CCCCC2)N1c1ccccc1	-25	-25%	?	?	45µM*	-11%
Cc1cc(Br)ccc1OCC(=O)NNC(=O)Cc1ccccc1	22	-38%	-24%	?	-1%	3%
Cc1ccc(Cn2c(C)c(CNCc3ccccc3F)c(C(=O)O)c2C)cc1	3	·	·	20%	-7%	·
O=C(/C=C/c1ccc([N+](=O)[O-])cc1)NC1CC2CCC1C2 (centres undefined)	-32	-27%	-5%	2%	-2%	-19%

The results go on.
Molecule	HCMV inh	AmpC no deterg	HCV inh	AmpC detergent	Sm TGR inh	FBPA Giardia inh
Nc1nonc1C(=O)NCCN=Cc1ccccc1O	-28	-11%	2%	-7%	0%	-18%
Cc1nn(C)c(C)c1Sc1ccccc1N	23	-23%	4%	8%	51%[activator]	-3%
Cn1c(CNC(=O)CNC(=O)c2cccc(Cl)c2)cc(=O)n(C)c1=O	10	2%	18%	-12%	-7%	0%
CCc1c(C)c2ccc(OCC(=O)OC)cc2oc1=O	-16	-12%	1%	1%	9%	0%
O=C1CCCc2c1cc(C(=O)NCc1ccco1)c(=O)n2-c1ccc(Cl)cc1	44	40%	19%	-1%	0%	-19%
O=C(NC1(C(F)(F)F)NC(=O)N(c2ccc(F)cc2)C1=O)c1cccs1 (centres undefined)	-18	-18%	0%	?	-21%	5%
NC(=O)c1c(C(F)(F)F)cc(-c2ccccc2)nc1NCCO	-20	0%	?	4%	6%	1%
CC1CCCCC1NC(=O)COC(=O)c1cc(=O)[nH]c2ccccc12 (centres undefined)	-4	-13%	-29%	·	·	·
Cc1ccc(CN2C(=O)c3oc4ccc(C)cc4c(=O)c3C2c2ccc(O)cc2)cc1 (centres undefined)	10	·	·	26%	7%	·
O=C(C1CCC(CNS(=O)(=O)c2cccc3cccnc23)CC1)N1CCc2ccccc21 (centres undefined)	-61*	20%	?	-3%	-13%	1%
Cc1ccc(CNC(=O)c2ccc(S(=O)(=O)N3CCCCC3)cc2)cc1	-36	-25%	25%	-17%	0%	·
CCOc1ccc(S(=O)(=O)N(CC(=O)NCC(F)(F)F)Cc2ccco2)cc1	-28	-5%	7%	-13%	-13%	0%
COc1ccc(NC(=O)C2CC(=O)N=C(N)S2)cc1 (centres undefined)	-27	-22%	6%	6%	-26%	1%
O=C(O)CCC(=O)Nc1cccc(C(=O)c2ccccc2)c1	-27	0%	21%	1%	3%	6%
CC(C(=O)N1CCOCC1)n1cc([N+](=O)[O-])cn1 (centres undefined)	16	-9%	-16%	1%	-2%	2%
COC(=O)c1sc2ccccc2c1N	24	0%	?	?	-1%	-22%
Cc1ccc(CNC(=O)C2CCC(=O)N2C(C)C)cc1 (centres undefined)	27	-6%	-1%	-6%	-9%	4%
CCN(CC)c1ccc(/C=C/C(=O)C2C(=O)C=C(C)OC2=O)cc1 (centres undefined)	67	-35%	-27%	-10%	8.9µM*	-4%
Cc1ccc2nc3c(cc(C(=O)NC4CCCC4)c(=N)n3C(C)C)c(=O)n2c1	-9	·	·	17%	7%	·
C=C(C)Cn1c(CNC(C)=O)nc2ccccc21	81	-4%	10%	-9%	2%	-5%
COC(=O)c1cc(S(=O)(=O)Nc2ccc(C)cn2)c[nH]1	-37	-10%	?	?	-6%	-8%

Screens (PubChem)
